M. tuberculosis HTS = M. tuberculosis growth inhibition, HTS (AID 449762); M. tuberculosis H37Rv growth inhibition, 7H9 media; higher % means a stronger effect; one-dose inhibition, % at 25 µM; IC50 in µM for titrated hits; 330,000 tested, 0.59% active; in the data active = a potency from the dose series; inconclusive = inhibition above about 70% without an active follow-up result;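 also: bacterial growth assessed after seven days of incubation; strong numbers were not always called active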
VEEV TC-83 Vero = inhibitors of VEEV TC-83 cytopathic effect, confirmation, Vero cells (AID 588727); inhibition, % at 20 µM; hits with a dose series show IC50 in µM; Vero cells, VEEV TC-83 cytopathic effect inhibition; higher % means a stronger effect; 350,000 tested, 0.13% active; in the data active = a potency from the dose series; inconclusive = inhibition mostly from about 14% at the one dose, without a potency; inactive = the rest, 99 in 100 with inhibition below about 12%; also: strong numbers were not always called active
influenza NS1A = NS1A inhibition, H1N1 influenza, cell based functional assay (AID 504329) | NS1A functional cell-based assay, percent inhibition; higher % means a stronger effect | one-dose inhibition, % at 12.5 µM; IC50 in µM for titrated hits | 340,000 tested, 0.3% active; in the data active = a potency from the dose series; inconclusive = inhibition above about 27% without an active follow-up result; also: strong numbers were not always called active
Salmonella PhoP GFP = Inhibition of PhoP regulon, Salmonella typhi GFP reporter cells, confirmation, 4 h (AID 1850) | Salmonella Typhi PhoP-promoter GFP reporter, fluorescence, 4 h; higher % means a stronger effect | inhibition, % at 50 µM, or IC50 in µM where a hit was titrated | 310,000 tested, 0.33% active; in the data active = a potency from the dose series; inconclusive = inhibition mostly from about 25% at the one dose, without a potency; inactive = the rest, 99 in 100 with inhibition below about 19%;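 also: 0% = induced wells with vehicle and 100% = uninduced wells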
tuberculosis growth = growth inhibition of non-replicating M. tuberculosis (AID 488890); Mycobacterium tuberculosis non-replicating, growth inhibition; higher % means a stronger effect; inhibition, % at 25 µM; hits with a dose series show IC50 in µM; 320,000 tested, 0.39% active; in the data active = a potency from the dose series; inconclusive = inhibition mostly from about 82% at the one dose, without a potency; inactive = the rest, 99 in 100 with inhibition below about 76%;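 also: plate controls were DMSO cells for no effect and high antibiotic wells for full effect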
VEEV TC-83 Vero 10K pilot screen = second read-out of VEEV TC-83 Vero, no call of its own (marks repeat the call); inhibition, %; measured here: 10K pilot screen inhibition
Numbers without * were called inactive; i = inactive; ? = inconclusive; / = no result given; & = joins results of further samples.

SMILES | M. tuberculosis HTS | VEEV TC-83 Vero | influenza NS1A | Salmonella PhoP GFP | tuberculosis growth | others
CCc1nnc(NS(=O)(=O)c2ccc(N3C(=O)C4CC=C(Cl)CC4C3=O)cc2)s1 (centres undefined) | 3% | 2.0% | -1% | 5% | 8%
CC(C)N(Cc1ccccc1)C(=O)Cn1c(=O)cnc2ccccc21 | 9% | 0.2% | -9% | 1% | 0%
CN(C1CCCCC1)S(=O)(=O)c1ccc(Cl)c(C(=O)O)c1 | -12% | 2.8% | 4% | 1% | -13%
COC(=O)CCc1sc(NC2CCCCC2)nc1-c1ccc(OC)cc1 | 5% | 2.3% | 1% | -8% | 70%
CC(C)(C)n1ncc2c(=O)n(CC(=O)NC3CCCCC3)cnc21 | -9% | 0.8% | 7% | 9% | -6%
O=C1CN(C(=O)N[C@@H](Cc2ccccc2)C(=O)N[C@H](Cc2ccccc2)C(=O)O)c2ccccc2N1 | 0% | 0.3% | 0% | -8% | -3%
COc1ccc(/C=C/C(=O)Nc2cccc(F)c2)cc1S(=O)(=O)N1CCOCC1 | -5% | 6.8% | 12% | 4% | 3%
CCOC(=O)c1c(C)nn(-c2ccc(NC(=O)/C=C/C(=O)O)cc2)c1C | -2% | i | -19% | 5% | -6%
COC(=O)c1cc(-c2cccs2)nn1-c1ccccc1 | -3% | 0.6% | -8% | -7% | 12%
N=C1C(c2ccccc2)=C(O)CN1c1cccc(O)c1 | 10% | i | -1% | -4% | -3%
COc1ccc(C2(CNC(=O)c3ccco3)CCOCC2)cc1 | -6% | 0.5% | 5% | -9% | -7%
Cc1ccc(NC(=O)COC(=O)c2cccnc2Cl)cc1S(=O)(=O)N1CCOCC1 | -3% | 1.5% | 1% | / | 1%

Overlap with the part before: 6 entries; new compounds follow.
SMILES | M. tuberculosis HTS | VEEV TC-83 Vero | influenza NS1A | Salmonella PhoP GFP | tuberculosis growth | others
COc1ccc(/C=C/C(=O)Nc2cccc(F)c2)cc1S(=O)(=O)N1CCOCC1 | -5% | 6.8% | 12% | 4% | 3%
CCOC(=O)c1c(C)nn(-c2ccc(NC(=O)/C=C/C(=O)O)cc2)c1C | -2% | i | -19% | 5% | -6%
COC(=O)c1cc(-c2cccs2)nn1-c1ccccc1 | -3% | 0.6% | -8% | -7% | 12%
N=C1C(c2ccccc2)=C(O)CN1c1cccc(O)c1 | 10% | i | -1% | -4% | -3%
COc1ccc(C2(CNC(=O)c3ccco3)CCOCC2)cc1 | -6% | 0.5% | 5% | -9% | -7%
Cc1ccc(NC(=O)COC(=O)c2cccnc2Cl)cc1S(=O)(=O)N1CCOCC1 | -3% | 1.5% | 1% | / | 1%
CC(=O)c1sc2ccccc2c1OC(=O)c1ccco1 | ? | 3.6% | -1% | 4% | -11%
Cc1ccc2ccccc2c1NC(=O)Cn1nnc(-c2cccnc2)n1 | ? | 1.0% | 3% | 5% | 2%
Cc1c(C(=O)OCc2ccc(F)cc2)sc2nc3n(c(=O)c12)CCC3 | ? | 6.2% | -1% | 2% | 29%
Cc1cc(NC(=O)CCCS(=O)(=O)c2nc(-c3cccs3)cc(C(F)(F)F)n2)no1 | 57% | 6.6% | 11% | 5% | ?
O=C(COC(=O)c1cccnc1Cl)Nc1ccccc1OC(F)F | 1% | 2.1% | -4% | -9% | 5%
Cc1cc(OCC(=O)OCC(=O)N2CC(C)CC(C)C2)ccc1Cl (centres undefined) | 6% | 1.4% | -21% | / | 72%
CCN1CCN(C(=O)c2cc3c(OC)c(OC)c(OC)cc3[nH]2)CC1 | -7% | 0.3% | 5% | -6% | 2%
CCOC(=O)C1CCN(S(=O)(=O)c2cn(C)c(=O)n(C)c2=O)CC1 | 3% | i | 5% | -11% | -29% | VEEV TC-83 Vero 10K pilot screen=0.1
Cc1ccc(S(=O)(=O)NC2=NCCCCC2)cc1 | -5% | i | -33% | -3% | 8%
COc1ccc(OC(=O)CCCN2C(=O)c3ccccc3C2=O)cc1 | 1% | i | 6% | -6% | ?
COc1cc(CNC(C)(C)CO)cc(Br)c1OCc1ccccc1 | -11% | 2.9% | -4% | -3% | -2%
CN(CCOC(=O)/C=C/c1ccccc1)C(C)(C)C | -1% | 0.7% | -9% | 7% | 26%
C=CCOc1nc2c(c(=O)n(C)c(=O)n2C)n1Cc1ccccc1 | 6% | 2.8% | 11% | -1% | 35%
Cc1ccc(S(=O)(=O)SC/C=C/CSS(=O)(=O)c2ccc(C)cc2)cc1 | / | 0.6% | 3% | / | /
O=C1NC(c2ccc(F)cc2)Oc2ccccc21 (centres undefined) | -7% | 0.6% | 0% | 1% | 11%
CCN(CC)CCOCCOc1cc(C)c(Cl)c(C)c1 | 6% | i | -8% | 5% | 27%
Cn1c(SCC(=O)Nc2nnc(-c3ccccc3)o2)nnc1C1CC1 | 3% | 1.6% | 24% | -5% | 16%
O=c1c2ccccc2nc2n1CCC2O (centres undefined) | -15% | 1.0% | 1% | 0% | -5%
CCC1Oc2ccc(C)cc2N(CC(=O)NCc2cccc(OC)c2)C1=O (centres undefined) | 7% | 1.4% | 5% | 4% | 3%
CC(Oc1ccc(Cl)cc1)C(=O)N1CCCc2ccccc21 (centres undefined) | -4% | i | -11% | -3% | ?
Cc1ccc(CN2C(=O)/C(=C\c3ccc(C(=O)NCc4cccnc4)cc3)Oc3ccccc32)cc1 | -2% | / | / | -6% | -2%
O=C(Nc1cccc2nsnc12)c1cccs1 | -9%&-2% | 9.9% | -7%&4% | -5%&-1% | 4%&26%
N#CCCN=C(NS(=O)(=O)c1ccccc1)c1ccccc1 | 1% | i | 1% | 1% | 1%
Cc1ccnc(NS(=O)(=O)c2ccc(NC(=O)c3ccc(Cl)cc3[N+](=O)[O-])cc2)n1 | 2% | 0.4% | 11% | 5% | /

Among those listed so far, two have a tert-butyl group:
SMILES | M. tuberculosis HTS | VEEV TC-83 Vero | influenza NS1A | Salmonella PhoP GFP | tuberculosis growth | others
CC(C)(C)n1ncc2c(=O)n(CC(=O)NC3CCCCC3)cnc21 | -9% | 0.8% | 7% | 9% | -6%
CN(CCOC(=O)/C=C/c1ccccc1)C(C)(C)C | -1% | 0.7% | -9% | 7% | 26%

The results go on:
SMILES | M. tuberculosis HTS | VEEV TC-83 Vero | influenza NS1A | Salmonella PhoP GFP | tuberculosis growth | others
CC(=O)Nc1ccc(NC(=O)CSc2nnc(C)n2-c2ccccc2)cc1 | 0% | 1.6% | 4% | -7% | 1%
CN1CCN(C(=O)CCS(=O)(=O)c2cc3c(cc2Cl)NC(=O)CO3)CC1 | -2% | i | 11% | -8% | -6%
CC1CC(C)CN(c2ccc([N+](=O)[O-])cc2-c2nn[nH]n2)C1 (centres undefined) | -1% | i | 9% | -9% | 14% | VEEV TC-83 Vero 10K pilot screen=1.0
CC(C)c1ccc(N2C(=O)CC(NNC(=O)c3cccnc3)C2=O)cc1 (centres undefined) | 3% | 0.2% | 0% | 3% | 11%
Cn1nc(C(=O)N2CCOCC2)c([N+](=O)[O-])c1C(=O)N1CCOCC1 | -1% | 0.6% | 1% | -6% | 6%
O=C(COc1nncc2ccccc12)NCCC1=CCCCC1 | -11% | 0.4% | -3% | -1% | -3%
COc1ccc(Cn2cc3c(-c4ccc(F)cc4)nnc-3c3cc(OC)c(OC)cc32)cc1 | -2% | ? | 10% | -32% | 60%
CCCC(C)C1(CC)C(=O)NC(=Nc2ccc(F)cc2)NC1=O (centres undefined) | 0% | i | -91% | -4% | 17%
CCOn1c(=O)c(=O)n(OCc2ccccc2)c2ccccc21 | 8% | 1.6% | -8% | 4% | 0%
COC(=O)c1ccc(CSc2nc(C)nc3sc(C)c(C)c23)o1 | 2% | 2.0% | 4% | -13% | 6%
CC1=C(C(=O)OC(C)C)C(c2cccs2)N2C(=O)CCSC2=N1 (centres undefined) | -10% | 3.3% | 3% | 6% | 18%
Cn1c(O)c(N=NC(=O)Cn2ccc(C(F)(F)F)n2)c2ccccc21 | -9% | 2.2% | 11% | -9% | -1%
O=C(COC(=O)/C=C/c1ccccc1)NC(=O)NCc1ccccc1 | 7% | 1.8% | -15% | / | 3%
Cc1ccnc(Nc2nc(-c3c(C)nc4sccn34)cs2)c1 | ? | i | 5% | 0% | 58%
CC(=O)c1cccc(NC(=O)CC2S/C(=N/N=C/c3cccs3)NC2=O)c1 (centres undefined) | 13% | 0.2% | 1% | -10% | 10%
Cc1cc(C(=O)CN2C(=O)NC3(CCCCC3)C2=O)c(C)n1Cc1ccc2c(c1)OCO2 | 17% | 3.7% | 6% | -5%&3% | 37%
COc1ccc(OCC(O)CN2C(=O)NC(C)(C)C2=O)cc1 (centres undefined) | 2% | 5.6% | 3% | -11% | -21%
Cc1cc(C(=O)OC(C)C(=O)N2CCc3ccccc32)ccc1[N+](=O)[O-] (centres undefined) | -1% | i | 5% | 6% | -2%
Cc1cc(S(=O)(=O)Nc2noc3ccccc23)ccc1F | 4% | 0.1% | 1% | -12% | 3%
CCOc1ccc(CCN2C(=S)N([C@@H](CC(C)C)CN3CCCC3CN3C(=S)NC[C@@H]3CC(C)C)C[C@@H]2Cc2ccc(O)cc2)cc1 (some centres undefined) | / | i | -3% | / | /
O=C(CSc1nc2ccccc2s1)Nc1nccs1 | 5% | 4.0% | -5% | 6% | ?
O=C(c1ccncc1)N1N=C(C2CC2)CC1(O)C(F)(F)F (centres undefined) | 16% | 0.8% | 0% | -7% | 53%
Cc1cc2c(cc1C)C(c1cccc(F)c1)CC(=O)N2 (centres undefined) | 8% | 2.2% | -7% | -1% | 7%
CCOC(=O)N1CCN(C2CCCN(C(=O)c3cccc(Cl)c3)C2)CC1 (centres undefined) | -3% | 5.2% | -9% | -11% | 9%
CCCCN1C(=O)C(=O)N(CC(=O)Nc2cccc(C(C)=O)c2)C1=O | 4% | 4.5% | 1% | / | -9%
CCc1ccccc1NC(=O)NNC(=O)CCc1ccc(OC)cc1 | -4% | 0.9% | -7% | -9% | -2%
COc1ccccc1/C=N/NS(=O)(=O)c1ccccc1 | 7% | 1.4% | -14% | -16% | 2%
Cc1cccc(C)c1NC(=O)c1c[nH]c2ccccc12 | 4% | 1.3% | -1% | 0% | 4%
c1ccc(-c2cc3c(N4CCCCC4)ncnc3s2)cc1 | ? | 6.2% | 2% | 4% | 8%
O=C(CNC(=O)c1cccc(F)c1)N/N=C/c1ccc(O)c([N+](=O)[O-])c1 | -3% | 0.5% | 6% | -4% | 68%
Cc1cc(C)n(C(=O)CNC(=O)c2ccco2)n1 | -10% | 0.5% | 2% | 18% | -16%
O[C@H]1COC2C1OC[C@@H]2O (some centres undefined) | 2% | i | -3% | -7% | 6%
CCN(CC)C(=O)C(C(=O)c1cccc([N+](=O)[O-])c1)n1cc(Cl)ccc1=O (centres undefined) | 2% | 3.0% | 10% | 7% | -3%
CC(NC(=O)c1ccccc1Cl)C1CC2CCC1C2 (centres undefined) | 4% | 0.1% | -1% | 6% | 71%
CCc1cc(C(=O)Nc2cc(Cl)ccc2N2CCN(C)CC2)sc1C | ? | 7.8% | 3% | -1% | ?
COc1ccccc1-n1nnnc1SCC(=O)NCC1CCCO1 (centres undefined) | -5% | 0.6% | -4% | 0% | -2%
COc1ccc(C(=O)NCC(=O)OCC(=O)NCCC2=CCCCC2)cc1 | 38% | 1.1% | -2% | -8% | 13%
CCC(C)NC(=O)C1CCCN(S(=O)(=O)c2ccc3c(c2)CC(C)N3C(C)=O)C1 (centres undefined) | 3% | 0.9% | 6% | -19% | -9%
C=CCn1c(SCC(=O)Nc2c(C)cccc2C)nnc1-c1cnccn1 | 4% | i | 5% | 3% | -3%
O=C(CCCCn1ccc(=O)[nH]c1=O)Nc1ccc(O)c(C(=O)O)c1 | / | 0.2% | -12% | / | /
CCCNC(=O)COC(=O)c1ccc(S(=O)(=O)N2CCCCCC2)cc1 | 1% | 0.5% | 4% | -7% | 32% | VEEV TC-83 Vero 10K pilot screen=0.9
O=C(COc1ccc(/C=N/NC(=O)c2cccnc2)cc1)Nc1ccccc1 | 1% | i | -8% | 9% | 57%
C[C@@H](C(=O)NCc1ccc(S(C)(=O)=O)cc1)[C@@H]1C[C@@]1(C)[C@@H](NC(=O)OCc1ccccc1)c1ccccc1 | -2% | 0.9% | -4% | -3% | 28%
CC(C)(C)C(=O)N(Cc1ccccc1)c1ccccn1 | -1% | i | -3% | -5% | -4%
Cc1ccc(CN2CCN(Cc3cnc(C)s3)CC2CCO)o1 (centres undefined) | -4% | 0.5% | 1% | -9% | -11%
CCOc1ccccc1N(C)C(=O)Cn1ncc2c([nH]c3ccccc32)c1=O | 7% | 12% | -9% | -1% | 7%

High-throughput results (PubChem)
